TRPC4 act – TRPC4 (mouse) channel activation. Q9QUQ5. HEK293 TRPC4beta/mu-opioid, Fluo4 calcium fluorescence; active compounds read high. B-score at 10 µM. 310,000 tested, 0.49% active. AID 2237;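 active = B-score above 5 SD of library B-scores, and initial fluorescence ratio not above library mean plus 5 SD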;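 note: positive B-score marks a calcium rise read as TRPC4 activation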
Target sequence (Q9QUQ5 whole entry, looked up): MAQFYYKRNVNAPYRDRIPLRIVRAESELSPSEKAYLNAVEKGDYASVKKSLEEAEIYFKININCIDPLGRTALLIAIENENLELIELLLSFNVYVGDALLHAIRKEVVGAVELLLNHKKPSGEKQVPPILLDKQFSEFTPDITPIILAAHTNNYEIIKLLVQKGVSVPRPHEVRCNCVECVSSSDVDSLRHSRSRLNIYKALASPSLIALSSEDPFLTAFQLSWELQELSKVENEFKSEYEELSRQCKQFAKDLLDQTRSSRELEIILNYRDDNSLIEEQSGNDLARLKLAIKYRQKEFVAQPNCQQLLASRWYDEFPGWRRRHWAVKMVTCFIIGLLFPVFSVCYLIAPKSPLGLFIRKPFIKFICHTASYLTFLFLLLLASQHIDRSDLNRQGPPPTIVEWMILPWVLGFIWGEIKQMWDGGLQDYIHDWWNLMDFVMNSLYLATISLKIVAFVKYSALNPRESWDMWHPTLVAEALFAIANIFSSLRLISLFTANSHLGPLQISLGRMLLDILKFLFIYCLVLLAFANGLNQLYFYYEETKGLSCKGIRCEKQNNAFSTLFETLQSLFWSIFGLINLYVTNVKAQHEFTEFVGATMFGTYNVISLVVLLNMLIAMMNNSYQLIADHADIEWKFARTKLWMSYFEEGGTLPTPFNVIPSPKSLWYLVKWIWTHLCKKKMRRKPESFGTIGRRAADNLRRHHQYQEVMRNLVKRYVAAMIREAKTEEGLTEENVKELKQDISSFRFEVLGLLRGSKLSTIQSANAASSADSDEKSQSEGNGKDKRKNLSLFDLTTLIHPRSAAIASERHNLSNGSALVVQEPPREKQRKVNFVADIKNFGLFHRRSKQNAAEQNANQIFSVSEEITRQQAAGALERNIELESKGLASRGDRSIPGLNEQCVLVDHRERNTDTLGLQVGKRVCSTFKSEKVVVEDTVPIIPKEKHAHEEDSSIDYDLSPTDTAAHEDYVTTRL
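Incubation: 45 min room-temperature Fluo4 loading, 110 s read / System: HEK293 cells stably co-expressing mouse TRPC4beta and mu-opioid receptor / Signal: Fluo4 fluorescence, kinetic / Control set: buffer (low) and maximal DAMGO (high) / Measure: integrated baseline-normalised fluorescence ratio, converted to per-well B score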
TRPC6 inh – blocks the mouse TRPC6 cation channel; Q61143; HEK293-TRPC6, membrane potential dye, ACh-evoked depolarization; active compounds read low; B-score at 10 µM; 310,000 tested, 1.1% active;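 active = B-score under library mean minus 3 SD, initial fluorescence not abnormally high, positive integrated signal ratio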;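 note: B-score derived from integrated fluorescence ratio over the kinetic read; more negative B-score means stronger inhibition of depolarization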
TRPC6 activator – mouse TRPC6 channel activation. HEK293-TRPC6 membrane potential dye fluorescence; active compounds read high. B-score at 10 µM. 310,000 tested, 0.13% active. AID 2550;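 active = B-score of the integrated fluorescence ratio above library mean plus 3 SD, and starting fluorescence ratio within library mean plus 5 SD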;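 note: higher score means more depolarization so channel activation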
ANO1 activ – activators or potentiators of mouse TMEM16A chloride channel | 340,000 tested, 0.3% active | HEK293 TMEM16A/YFP-H148Q/I152L, iodide quench fluorescence; active compounds read low | B-score at 10 µM;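 active = fluorescence-ratio B-score plate-corrected deviation score at least 3 library SD below zero, with starting fluorescence score within 5 deviations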;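 note: channel opened by trigger with iodide after compound preincubation; score built on the fluorescence ratio of max minus min over baseline; more negative score means more quench and so TMEM16A activation or potentiation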
TRPC4 block – blocks the mouse TRPC4 cation channel | HEK293 TRPC4beta/mu-opioid, DAMGO-evoked Fluo4 calcium flux; active compounds read low | B-score at 10 µM | Q9QUQ5 | AID 2247 | 300,000 tested, 0.39% active;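 active = B-score over 3 SD under the library average, no early fluorescence shift, positive overall ratio signal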
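Assay system: Stable TRPC4beta/mu-opioid receptor HEK293 cells | Reagent: DAMGO in two steps, submaximal then maximal | Compound dosing: Single concentration per test compound | Signal: Fluo4 Ca2+ flux fluorescence | Evaluation: Per-well B score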
TRPC4 potent – allosteric potentiators of mouse TRPC4 channel; HEK293 TRPC4beta/mu-opioid, DAMGO EC20, Fluo-4 Ca2+ flux; active compounds read high; 310,000 tested, 0.42% active; Q9QUQ5; B-score at 10 µM;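 active = B-score of calcium response area above 5 SD of library B-scores, with initial fluorescence ratio within 5 SD of library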;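 note: B-score of integrated fluorescence ratio over time as area under calcium response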
MrgX1 antagonist – antagonists of human MrgX1 receptor. Q96LB2. MRGX1-HEK293 calcium flux, Fluo-4, BAM8-22 antagonism; active compounds read low. B-score at 10 µM. 310,000 tested, 1.3% active;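 active = calcium-response B-score plate-corrected more than 3 library SD below zero, starting fluorescence within 5 deviations, no agonist response on first addition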;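 note: peak minus trough fluorescence over baseline after final BAM8-22 challenge near maximal dose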
RGS4 block – human RGS4 inhibition; P49798; HEK293 M3R/RGS4 inducible, Fluo-4 calcium flux; active compounds read high; triggered by carbachol at its EC20; B-score at 10 µM; 310,000 tested, 0.45% active; AID 463165;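 active = B-score, a plate-corrected calcium signal, over three deviations above library mean, with baseline fluorescence within five deviations of library mean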;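 note: RGS4 expression induced by doxycycline in cells with stable M3 receptor; B-score is computed from the integrated fluorescence ratio over baseline after carbachol; higher B-score means a larger calcium signal and so more RGS4 inhibition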
MrgX1 agonist – human MrgX1 receptor agonism, primary screen | 310,000 tested, 0.44% active | AID 588627 | B-score at 10 µM | MrgX1-HEK293 cells, Fluo-4 calcium fluorescence, agonist mode; active compounds read high;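 active = calcium response B-score plate-corrected fluorescence ratio at least 3 library SD, with starting fluorescence B-score inside 5 SD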
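Test system: Stable human MrgX1 HEK293 cell line | Schedule: Overnight plating before 1 h dye loading | Read-out basis: Baseline-normalised fluorescence change ratio, B-scored | Detection: Kinetic calcium dye fluorescence, Fluo-4 NW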
MrgX1 allo act – allosterically activates human MrgX1 receptor signaling; AID 588675; 310,000 tested, 0.63% active; Q96LB2; B-score at 10 µM; MrgX1-HEK293, Fluo-4 calcium flux, FDSS; active compounds read high;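 active = plate-corrected calcium response at least 3 library SD above typical, normal starting fluorescence, not activating the receptor alone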;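 note: compound read alongside a low EC10 to EC30 dose of BAM8-22 agonist; peak minus trough fluorescence over baseline measured at the second addition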
TMEM16A inh – inhibitors of mouse TMEM16A calcium-activated chloride channel; Q8BHY3; HEK293 TMEM16A/YFP iodide influx fluorescence, ionomycin; normalized B-score (activity score, 25-100; higher = stronger inhibition) at 10 µM; 310,000 tested, 1.2% active;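 active = ratio plate-corrected score three or more library SD toward inhibition, starting fluorescence score within five deviations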;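 note: score derived from kinetic fluorescence span divided by baseline fluorescence per well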
* = called active by the depositor; i = inactive; / = no result given.

SMILES	TRPC4 act	TRPC6 inh	TRPC6 activator	ANO1 activ	TRPC4 block	TRPC4 potent	MrgX1 antagonist	RGS4 block	MrgX1 agonist	MrgX1 allo act	TMEM16A inh
O=C(Nc1ccc(Cl)cc1)Nc1nnc(SCc2ccccc2)s1	i	i	i	i	i	i	i	i	i	i	i
COc1ccc(O)c(/C=N/NC(=O)CCC(=O)Nc2ccc(C)cc2)c1	i	i	i	i	i	i	i	i	i	i	i
CC(C(=O)NCCCc1ccccc1)n1cccc1C(=O)c1ccccc1 (stereo not given)	i	i	i	i	i	i	i	i	i	i	i
COc1cccc(NC2c3ccccc3C(=O)N2Cc2ccccc2Cl)c1 (stereo not given)	i	i	i	i	i	i	i	i	i	i	i
Cc1cccc2cc(C3CC(c4cccs4)=NN3S(C)(=O)=O)c(Cl)nc12 (stereo not given)	i	i	i	i	i	i	i	i	i	i	i
Cc1ccc(S(=O)(=O)N(C)c2ccc(C(=O)NCC3CCCO3)cc2)cc1 (stereo not given)	i	i	i	i	i	i	i	i	i	i	i
O=C(NN1CCOCC1)c1cc(-c2cccs2)nc2ccccc12	i	i	i	i	i	i	i	i	i	i	i
CCCCCn1c(CN2CCN(C(=O)OCC)CC2)nc2c1c(=O)[nH]c(=O)n2C	i	i	i	i	i	i	i	i	i	i	i
CCOC(=O)c1c(-c2cccs2)csc1NC(=O)COC(=O)c1c(C)noc1C	i	i	i	i	i	i	i	i	i	i	i
CCOC(=O)c1c(-c2ccco2)csc1NC(=O)COC(=O)c1cnccn1	i	i	i	i	i	i	i	i	i	i	i
CC1(C)CC(NC(=O)C23CCC(C)(/C(=N/O)C2)C3(C)C)CC(C)(C)N1 (stereo not given)	i	i	i	i	i	i	i	i	i	i	i
CCc1ccc2oc(-c3cccc(NC(=O)c4cccnc4)c3)nc2c1	i	i	i	/	i	i	i	i	i	i	i
O=C(Nc1ccccc1)Nc1ccc2ccccc2c1	i	i	i	i	i	i	i	i	33.9*	i	i
Cc1ccc(NS(=O)(=O)c2cccc(C(=O)N3CCCCCC3)c2)cc1	i	i	i	i	i	i	-5.46*	i	i	i	i
CCN1CCN(CC(=O)Nc2nc3ccc(OC)cc3s2)CC1	i	i	i	i	i	i	i	i	i	i	i
O=C(CNC(=O)c1ccc(Br)cc1)NCC(=O)OCC(=O)c1ccccc1	i	i	i	i	i	i	i	i	i	i	i
O=C(Cc1ccccc1)N/N=C/C=C/c1ccccc1[N+](=O)[O-]	i	i	i	i	i	i	i	i	i	i	i
COC(=O)CSc1nc(N2CCOCC2)c2c(c1C#N)CC(C)(C)N(C)C2	i	i	i	i	i	i	i	i	i	i	i
CCOC(=O)CNC(=O)c1cc(OC)cc(OC)c1	i	i	i	i	i	i	i	i	i	i	i
CC(C)NC(=O)Cn1c(SCC(=O)c2ccc(F)cc2)nc2ccccc21	i	i	i	i	i	i	i	i	i	i	i
CCN(C(=O)c1cn(C)c(=O)c2cc(OC)c(OC)cc12)c1cc(OC)ccc1OC	i	i	i	i	i	i	i	i	i	i	i
COc1ccc(C(=O)Nc2ccccc2N2CCN(C(=O)c3ccccc3)CC2)cc1Br	i	i	i	i	-6*	i	i	i	i	i	i
CCOC(=O)N1CCC(NC(=O)CCC(=O)N2CC(C)Oc3ccccc32)CC1 (stereo not given)	i	i	i	i	i	i	i	i	i	i	i
NS(=O)(=O)c1cccc(NC(=O)c2ccno2)c1	i	i	i	i	i	i	i	i	i	i	i
Cc1ccc(/C=c2\sc3n(c2=O)CN(c2cccc(Br)c2)CN=3)o1	i	i	i	i	i	i	i	i	i	i	i
O=C(CNC(=O)c1ccc2c(c1)OCCO2)N/N=C/c1ccc(O)cc1O	i	i	i	i	i	i	i	i	i	i	i
COc1ccc(S(=O)(=O)Nc2nnc(Cc3ccc(OC)c(OC)c3)s2)cc1	i	i	i	i	i	i	i	i	i	i	i
CC(=O)c1cccc(NC(=O)Nc2cnn(Cc3ccc(Cl)cc3Cl)c2)c1	i	i	i	i	i	i	i	i	i	i	i
CC(NC(=O)c1ccccc1)C(=O)OCC(=O)c1ccc(Br)cc1 (stereo not given)	i	i	i	i	i	i	i	i	i	i	i
O=C(c1ccc(COc2ccc3ccccc3c2)o1)N1N=C(C(F)F)CC1(O)C(F)F (stereo not given)	i	i	i	i	i	i	i	i	i	i	i
O=C(NNC(=S)NCc1ccccc1)c1ccc(Br)cc1	i	i	i	i	i	i	i	i	i	i	i
Cc1cc(-c2nnc(SCc3ccccn3)o2)no1	i	i	i	i	i	i	i	i	i	i	i
COC(=O)c1cccc(N(CC(=O)NC2CCCCC2)C(=O)CNC(=O)c2cccs2)c1	i	i	i	i	i	i	i	i	i	i	i
COC(=O)CN(C)C(=O)CC1C(=O)NCCN1CC(C)(C)C (stereo not given)	i	i	i	i	i	i	i	i	i	i	i
Cc1ccc(-c2csc(/C(C#N)=C/Nc3ccc4c(c3)OCCO4)n2)cc1	i	i	i	i	i	i	i	i	i	i	i
Cc1nn(C)cc1C1C2=C(CC(C)(C)CC2=O)N(c2ccccc2)C2=C1C(=O)CC(C)(C)C2	i	i	i	i	i	i	i	i	i	i	i
NC(=O)c1cc2ccccc2o/c1=N/NC(=O)c1cccs1	i	i	i	i	i	i	i	i	i	i	i
O=C(CSc1nnc(-c2cccnc2)o1)N1CCCCC1	i	i	i	i	i	i	i	i	i	i	i
Cc1ccccc1N1CCN(Cc2nc(Cc3ccccc3)no2)CC1	i	i	i	i	i	i	i	i	i	i	i
O=C(Nc1ccccn1)N1CCOCC1	i	i	i	i	i	i	i	i	i	i	i
CCN(CC)CCNC(=O)c1cc2ccccc2nc1Cl	i	i	i	i	i	i	i	i	i	i	i
Cc1ccc(C2(C(=O)N3CCC(n4nc(-c5ccccc5)oc4=O)CC3)CC2)cc1	i	i	i	i	i	i	i	i	i	i	i
CCS(=O)(=O)Nc1ccc(C2=NN(C(=O)c3ccco3)C(c3ccc(C)cc3)C2)cc1 (stereo not given)	i	i	i	i	i	i	i	i	i	i	i
CC(NCc1ccc2c(c1)OCO2)C(=O)NC1CCCc2ccccc21 (stereo not given)	i	i	i	i	i	i	i	i	i	i	i
CCOC(=O)C(C)Oc1cccc2c(=O)n(CC(=O)NCc3ccc(F)cc3)ccc12 (stereo not given)	i	i	i	i	i	i	i	i	i	i	i
Cc1cc(NC(=O)CC#N)n(-c2nc3ccccc3[nH]2)n1	i	i	i	i	i	i	i	i	i	i	i
CCOC(=O)c1ccc(NC(=O)N2CCOCC2)cc1	i	i	i	i	i	i	i	i	i	i	i
COc1ccc(N2C(=O)CC(SC(C)C)C2=O)cc1 (stereo not given)	i	i	i	i	i	i	i	i	i	i	i
CN(Cc1cccs1)C(=O)CSc1nc(N)cc(N)n1	i	i	i	i	i	i	i	i	i	i	i
COc1ccc(-n2c(N)c(Br)c(=O)[nH]c2=O)cc1	i	i	i	i	i	i	i	i	i	i	i
CCOC(=O)c1c(C)[nH]c(C)c1S(=O)(=O)NCCN1CCN(c2cc(Cl)ccc2C)CC1	i	i	i	i	i	i	i	i	i	i	i
CCCCSCCCNC(=O)c1ccc(CS(=O)(=O)c2ccc(OC)cc2)o1	i	i	i	i	i	i	i	i	i	i	i
COc1ccc(CN2C=C3C(=O)C(C)(OC(=O)C4CCCC4)C(=O)C=C3C=C2c2ccsc2)cc1 (stereo not given)	i	i	i	i	i	i	i	i	i	i	i
N#Cc1ccc(-c2ccc3c(c2)OCO3)nc1SCC(=O)OCc1ccccc1	i	i	i	i	i	i	i	i	i	i	i
CC1(C(=O)N(c2ccccc2)C(C(=O)NC2CCCC2)c2ccccn2)CC(=O)N=C2C=CC=CN21 (stereo not given)	/	/	/	i	/	/	i	/	i	i	i
Cn1nccc1CNC(=O)c1c(Cl)cnn1C	i	i	i	i	i	i	i	i	i	i	i
NNC(=O)c1[nH]c2ccccc2c1-c1ccccc1	i	i	i	i	i	i	i	i	i	i	i
CSc1nsc(SCC(=O)Nc2ccccn2)n1	i	i	i	i	i	i	i	i	i	i	i
O=C(COC(=O)c1ccccc1NC(=O)c1ccco1)NCCC1=CCCCC1	i	i	i	i	i	i	i	i	i	i	i
CC[C@@]12C(=O)N(c3cccc(Br)c3)C(=O)N1[C@H](c1ccc(F)cc1)[C@@H]1C(=O)N(C3CCCCC3)C(=O)[C@@H]12	i	i	i	i	i	i	i	i	i	i	i

Looked up by compound from above (2):
SMILES	TRPC4 act	TRPC6 inh	TRPC6 activator	ANO1 activ	TRPC4 block	TRPC4 potent	MrgX1 antagonist	RGS4 block	MrgX1 agonist	MrgX1 allo act	TMEM16A inh
Cn1nccc1CNC(=O)c1c(Cl)cnn1C	i	i	i	i	i	i	i	i	i	i	i
N#Cc1ccc(-c2ccc3c(c2)OCO3)nc1SCC(=O)OCc1ccccc1	i	i	i	i	i	i	i	i	i	i	i

Carrying on:
SMILES	TRPC4 act	TRPC6 inh	TRPC6 activator	ANO1 activ	TRPC4 block	TRPC4 potent	MrgX1 antagonist	RGS4 block	MrgX1 agonist	MrgX1 allo act	TMEM16A inh
CCOC(=O)c1c(NC(=O)CSc2nnc(CN3CCOCC3)n2C)sc2c1CCCC2	i	i	i	i	i	i	i	i	i	i	i
O=C(Cn1nnc(-c2ccccc2F)n1)Nc1cccc2ncccc12	i	i	i	i	i	i	i	i	i	i	i
COc1cccc(COC(=O)c2ccc3c(c2)NC(=O)C(C)S3)c1OC (stereo not given)	i	i	i	i	i	i	i	i	i	i	i
O=C(c1cc2ccccc2oc1=O)N(Cc1cccs1)CC1CCCO1 (stereo not given)	i	i	i	i	i	i	i	i	i	i	i
CCCn1nnc(NC(=O)C(C)Oc2ccc(Cl)cc2Cl)n1 (stereo not given)	i	i	i	i	i	i	i	i	i	i	i
O=C(NCC(F)(F)F)N1CCOCC1	i	i	i	i	i	i	i	i	i	i	i
C=C(c1ccc(OCCO)cc1)c1ccc(OCCO)cc1	i	i	i	i	i	i	i	i	i	i	i
COc1ccc(CN2CCc3ccc(NC(=O)CCc4ccccc4OC)cc3C2)c(O)c1	i	i	i	i	i	i	i	i	i	i	i
O=C1c2ccccc2C(=O)N1CSc1ncccn1	i	i	i	i	i	i	i	i	i	i	i

Source: PubChem BioAssay (Johns Hopkins Ion Channel Center)
